Screens (PubChem)
DRD3 antagonist: D3 dopamine receptor (human) antagonism. P35462. D3R cells, DiscoveRx beta-arrestin luminescence, antagonist mode; stronger effect = lower value. max response, negative = inhibition, %. actives 2.5% (n = 360,000); in the data active means max response below about -50%; inconclusive means no clear call, values can overlap the other calls; further: on the % scale 0 is the no-effect control and ±100 the full control effect; mostly tested at two doses, the higher about 12 µM
Target sequence (P35462 whole entry, looked up): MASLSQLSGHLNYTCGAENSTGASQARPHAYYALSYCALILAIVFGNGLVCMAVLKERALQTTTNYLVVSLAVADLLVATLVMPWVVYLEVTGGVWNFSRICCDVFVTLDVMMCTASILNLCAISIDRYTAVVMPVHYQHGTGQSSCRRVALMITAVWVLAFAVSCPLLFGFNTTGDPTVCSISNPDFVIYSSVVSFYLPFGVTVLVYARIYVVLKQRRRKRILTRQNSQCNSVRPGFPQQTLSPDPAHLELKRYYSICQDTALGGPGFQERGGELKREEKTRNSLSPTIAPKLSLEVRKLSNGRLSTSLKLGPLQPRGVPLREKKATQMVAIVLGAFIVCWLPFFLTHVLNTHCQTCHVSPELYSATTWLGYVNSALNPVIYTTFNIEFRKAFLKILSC
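Cells plated overnight at 1500 cells/well, then exposed to library compounds with dopamine controls for 90 minutes at 37 degrees C. DiscoveRx reagent added for 30–60 minutes at room temperature; luminescence read, quantitative HTS format.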
Akt phos inh: inhibitors of Akt phosphorylation | Neuro2A IGF-stimulated pAkt S473 HTRF, 20 min; stronger effect = lower value | activity change, % for hits at 50 µM | actives 0.32% (n = 360,000); in the data active means activity change below about -80%; inconclusive means mostly about -51% to -80%; further: on the % scale 0 is the no-effect control and ±100 the full control effect
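Neuro2A cells in DMEM with 0.5% FBS, overnight at 37 deg C, given compound at single 50 µM final, then IGF (6 nM final) for 20 min at 37 deg C. Lysed; phospho-Akt Ser473 by HTRF after 24 h, 665/615 ratio.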
DRD3 agonist: agonists of human D3 dopamine receptor | D3R DiscoveRx beta-arrestin cells, luminescence, 90 min | max activation, % | actives 0.58% (n = 410,000); in the data active means max activation above about 30%; further: 0% is about no effect; mostly tested at two doses, the higher about 12 µM
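Agonist-mode cell screen: cells plated at 1500/well and incubated overnight at 37 °C, then exposed to library compounds for 90 min at 37 °C. Detection reagent was added for 30–60 min at room temperature, and luminescence was read.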
PTHR1 ag: activates the human parathyroid hormone receptor PTHR1 | Q03431 | HEK293 GP2 PTHR1 cells, GloSensor cAMP luminescence, 1 h | Potency, µM (doses to about 115 µM), without a hit: at the top dose activation, actives largely listed as activators | actives 0.075% (n = 410,000); further: potency means the concentration at half of the fitted maximal effect; nearly all actives have a fitted effect of over 55% in size; some results filed as inactive show a strong effect at the top dose; inactives centre near -15; many of its hits are not listed in these tables
Target sequence (Q03431 whole entry, looked up): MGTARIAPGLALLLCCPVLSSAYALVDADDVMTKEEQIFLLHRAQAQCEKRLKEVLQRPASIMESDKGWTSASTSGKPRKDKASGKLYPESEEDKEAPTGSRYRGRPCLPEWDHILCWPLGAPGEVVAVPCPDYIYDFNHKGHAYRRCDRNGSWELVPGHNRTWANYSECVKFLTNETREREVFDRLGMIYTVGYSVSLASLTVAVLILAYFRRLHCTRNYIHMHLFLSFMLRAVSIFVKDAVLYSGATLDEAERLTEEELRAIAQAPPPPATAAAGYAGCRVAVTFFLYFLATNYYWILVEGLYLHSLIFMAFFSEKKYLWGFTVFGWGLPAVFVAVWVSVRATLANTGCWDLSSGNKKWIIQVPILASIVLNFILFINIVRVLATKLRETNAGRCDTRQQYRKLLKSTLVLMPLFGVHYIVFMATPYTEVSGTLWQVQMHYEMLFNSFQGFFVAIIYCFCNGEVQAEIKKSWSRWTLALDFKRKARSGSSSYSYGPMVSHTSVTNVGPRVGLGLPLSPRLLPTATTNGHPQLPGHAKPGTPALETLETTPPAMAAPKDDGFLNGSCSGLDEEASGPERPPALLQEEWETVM
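HEK-293-derived GP2 cells expressing PTHR1 and a GloSensor cAMP reporter, 3,000/well, plated overnight, given luciferin plus IBMX (each 0.5 mM as added) for 1 h at 37 °C, then compound for 1 h at 37 °C. Luminescence was read after 15 min at room temperature.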
CCT modulator: cytosolic chaperonin activity modulation; actives 0.3% (n = 360,000); purified chaperonin ATPase assay, HTRF ADP detection, 30 min; activity change, % (no concentration beside the values), hits read low; in the data active means activity change below about -30%; further: on the % scale 0 is the no-effect control and ±100 the full control effect
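We incubate TRiC, 40 or 20 nM final, with library compounds at 76 uM and 10 uM ATP for 30 min at 37 °C. ADP formed is detected with Transcreener HTRF reagents after 30 min at room temperature.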
EPAC2 ag: agonists of human EPAC2 (RAPGEF4) | EPAC2 activation, biochemical qHTS; response scale: 100% = 6.5 mM cAMP response | AID 720711 | Q8WZA2 | actives 0.079% (n = 360,000) | Potency, µM (series often up to 154 µM), for the others: top-dose activation, usual class: activators; further: potency means the concentration at half of the fitted maximal effect; nearly all actives have a fitted effect of over 50% in size
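Fluorescence exchange assay: 100 nM EPAC2 with 250 nM RAP1B-BODIPY-GDP and 50 uM GDP; compounds tested as a concentration-titration series (qHTS). Loss of Rap1-bound BODIPY-GDP fluorescence read at 480/540 nm; data normalized to 6.5 mM cAMP.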
Mm-Cpn inhibitor: inhibitors of Methanococcus maripaludis chaperonin (MmCpn). purified Mm-Cpn ATPase, ADP Transcreener TR-FRET. Potency, µM (top dose mostly 76.9 µM), for inactives: at the top dose activity, negative = inhibition, usual class: inhibitors. actives 0.031% (n = 330,000); further: potency means the concentration at half of the fitted maximal effect; on the % scale 0 is the no-effect control and ±100 the full control effect; nearly all actives have a fitted effect of over 80% in size
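Quantitative HTS used 25 nM Mm-CPN and 10 uM ATP in magnesium/KCl Tris buffer, pH 7.4, with 1 mM DTT. Hydrolysis ran 30 min at 37°C; ADP was read by HTRF.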
EPAC2 antag: antagonists of human EPAC2 | Q8WZA2 | EPAC2 GEF exchange of Rap1B-BODIPY-GDP, fluorescence | Potency, µM (doses to about 114 µM), for the others: top-dose activity, negative = inhibition, hits mostly inhibitors | actives 0.18% (n = 360,000) | AID 720708; further: potency means the concentration at half of the fitted maximal effect; on the % scale 0 is the no-effect control and ±100 the full control effect; nearly all actives have a fitted effect of over 45% in size; many of its hits are not listed in these tables
* hit, by the source's call; [ ] = another dose, or the depositor's remark. Unless noted, the call rests on the fitted dose curve; in most records, active means well fitted curve in the direction sought with a large enough effect; inconclusive means small, poorly fitted or top-dose-only effect, or another doubt; inactive means no such curve, though single readings can be large; an effect the other way counts as inactive or inconclusive. The list is partial; the hit share may differ from the screen's.

What do the screens show for `O=C(COC(=O)c1cc(Cl)nc(Cl)c1)NCCc1ccc(F)cc1`?
DRD3 antagonist: 34.2; Akt phos inh: inactive; DRD3 agonist: 1.8; PTHR1 ag: inactive; CCT modulator: -0.1; EPAC2 ag: -0.1%; Mm-Cpn inhibitor: 0.8%; EPAC2 antag: -1.5%

How did O=C(Nc1ccc(Nc2ccccc2)cc1)c1ccc(Cl)cc1Cl do in these assays?
DRD3 antagonist: -12.2; Akt phos inh: inactive; DRD3 agonist: 12.0; PTHR1 ag: -10.7%; CCT modulator: -3.5; EPAC2 ag: 4.9%; EPAC2 antag: 2.1%

How did CCOC(=O)N1CCN(S(=O)(=O)c2cc(Br)cc3c2N(C(=O)C2CC2)CC3)CC1 do in these assays?
DRD3 antagonist: 4.9; Akt phos inh: inactive; DRD3 agonist: 11.9; PTHR1 ag: inactive; CCT modulator: -18.3; EPAC2 ag: -0.4%; Mm-Cpn inhibitor: 3.0%; EPAC2 antag: -15.5%

How did COc1cc(/C=C/C(C)=O)cc(OC)c1OC do in these assays?
DRD3 antagonist: -13.6; Akt phos inh: inactive; DRD3 agonist: 0.6; PTHR1 ag: -8.4%[57.5 µM]; CCT modulator: -1.7; EPAC2 ag: 1.6%; Mm-Cpn inhibitor: 0.3%; EPAC2 antag: -1.1%

Results for COc1ccc(-c2nnc(N)s2)cc1 ?
DRD3 antagonist: 11.9; Akt phos inh: inactive; DRD3 agonist: -0.8; PTHR1 ag: -11.6%[57.5 µM]; CCT modulator: 1.5; EPAC2 ag: 6.0%; Mm-Cpn inhibitor: -3.3%; EPAC2 antag: -1.0%

How did COc1ccc(/C=N/NC(=O)c2ccc(CN3c4cccc5cccc(c45)S3(=O)=O)cc2)cc1 do in these assays?
DRD3 antagonist: 21.7; Akt phos inh: inactive; DRD3 agonist: 6.1; PTHR1 ag: 17.9%; CCT modulator: -0.8; EPAC2 ag: 19.2%; Mm-Cpn inhibitor: -28.9%; EPAC2 antag: 8.4%

Results for COc1ccc(Cn2c(-c3ccc(C)cc3)c[n+]3ccccc23)cc1 ?
DRD3 antagonist: 1.6; Akt phos inh: inactive; DRD3 agonist: 1.8; PTHR1 ag: -35.1%[inhibitor]; CCT modulator: -0.3; EPAC2 ag: -3.7%; Mm-Cpn inhibitor: -0.2%; EPAC2 antag: 0.6%

Results for O=C(Cc1ccccc1)Nc1ccc2[nH]ncc2c1 ?
DRD3 antagonist: -1.8; Akt phos inh: inactive; DRD3 agonist: 3.9; PTHR1 ag: -22.3%; CCT modulator: 0.2; EPAC2 ag: -2.8%; Mm-Cpn inhibitor: -1.0%; EPAC2 antag: -7.1%

What do the screens show for `CC(=O)N(C)C1=C(O)c2ccccc2C(=O)C1=O`?
DRD3 antagonist: 32.9; Akt phos inh: inactive; DRD3 agonist: -1.1; PTHR1 ag: 3.0%[57.5 µM]; CCT modulator: -2.1; EPAC2 ag: 8.0%; Mm-Cpn inhibitor: -1.7%; EPAC2 antag: -10.0%

Results for Nc1nonc1C(=O)NCCNCc1ccccc1 ?
DRD3 antagonist: -0.3; Akt phos inh: inactive; DRD3 agonist: -13.2; PTHR1 ag: 1.3%[57.5 µM]; CCT modulator: 2.1; EPAC2 ag: 13.6%; Mm-Cpn inhibitor: -0.7%; EPAC2 antag: -15.4%

Results for CCCCCC1CCC(C(=O)N2CCOCC2)CC1 (stereo not given) ?
DRD3 antagonist: -2.4; Akt phos inh: inactive; DRD3 agonist: 1.7; PTHR1 ag: -10.1%; CCT modulator: 0.8; EPAC2 ag: 10.5%; Mm-Cpn inhibitor: -1.4%; EPAC2 antag: -7.0%

Results for CC(C)OC(=O)CSc1nnc(-c2ccco2)n1N ?
DRD3 antagonist: 27.1; Akt phos inh: inactive; DRD3 agonist: 0.9; PTHR1 ag: -14.4%; CCT modulator: 0.7; EPAC2 ag: 12.9%; Mm-Cpn inhibitor: 2.3%; EPAC2 antag: 3.4%

What do the screens show for `COc1cc(/C=C/C(=O)c2ccccc2O)cc(OC)c1OC`?
DRD3 antagonist: -28.7; Akt phos inh: inactive; DRD3 agonist: -44.2; PTHR1 ag: -95.6%[inhibitor]; CCT modulator: -1.7; EPAC2 ag: 14.3%; Mm-Cpn inhibitor: -3.9%; EPAC2 antag: 4.4%

Results for COc1ccc(C(C)=O)cc1CN(c1ccccc1OC)S(=O)(=O)c1cccs1 ?
DRD3 antagonist: 12.7; Akt phos inh: inactive; DRD3 agonist: 6.4; PTHR1 ag: -17.9%; CCT modulator: -7.2; EPAC2 ag: 4.5%; Mm-Cpn inhibitor: -11.0%; EPAC2 antag: -12.3%

How did COc1ccccc1CCNC(=O)C1(C)CC1(Cl)Cl (stereo not given) do in these assays?
DRD3 antagonist: 7.6; Akt phos inh: inactive; DRD3 agonist: 0.9; PTHR1 ag: -3.6%; CCT modulator: 1.0; EPAC2 ag: 5.2%; Mm-Cpn inhibitor: -2.2%; EPAC2 antag: -2.9%

How did CC(C)CNS(=O)(=O)c1ccc(CCC(=O)N2CCN(c3ccc(F)cc3)CC2)cc1 do in these assays?
DRD3 antagonist: -22.8; Akt phos inh: inactive; DRD3 agonist: 4.7; PTHR1 ag: -11.9%; CCT modulator: -0.5; EPAC2 ag: 1.6%; Mm-Cpn inhibitor: 2.6%; EPAC2 antag: 2.9%

What do the screens show for `O=C(COC(=O)/C=C/c1ccc(C(F)(F)F)cc1)NC1CC1`?
DRD3 antagonist: -63.7*; Akt phos inh: inactive; DRD3 agonist: -1.3; PTHR1 ag: -2.6%; CCT modulator: 5.3; EPAC2 ag: 1.6%; Mm-Cpn inhibitor: 2.9%; EPAC2 antag: -17.8%

What do the screens show for `C(=Cc1cnnc2ccccc12)c1ccccc1`?
DRD3 antagonist: 2.9; Akt phos inh: inactive; DRD3 agonist: 2.6; PTHR1 ag: -10.1%; CCT modulator: -0.9; EPAC2 ag: 8.3%; EPAC2 antag: -13.3%

Results for COc1ccc(NS(=O)(=O)c2cc(NC(=O)Cn3cnc4c3c(=O)n(C)c(=O)n4C)ccc2C)cc1 ?
DRD3 antagonist: 4.8; Akt phos inh: inactive; DRD3 agonist: 5.3; PTHR1 ag: inactive; CCT modulator: -0.3; EPAC2 ag: 12.0%; Mm-Cpn inhibitor: 0.0%; EPAC2 antag: 0.7%

How did Cc1ccc(C(=O)N2CCN(c3ncccn3)CC2)cc1NC1=NC2CS(=O)(=O)CC2S1 (stereo not given) do in these assays?
DRD3 antagonist: -5.0; Akt phos inh: inactive; DRD3 agonist: 2.5; PTHR1 ag: inactive; CCT modulator: -0.4; EPAC2 ag: 18.4%; Mm-Cpn inhibitor: 2.0%; EPAC2 antag: -1.7%

2 compounds drawn at random from those above, as already listed:
How did O=C(Nc1ccc(Nc2ccccc2)cc1)c1ccc(Cl)cc1Cl do in these assays?
DRD3 antagonist: -12.2; Akt phos inh: inactive; DRD3 agonist: 12.0; PTHR1 ag: -10.7%; CCT modulator: -3.5; EPAC2 ag: 4.9%; EPAC2 antag: 2.1%

Results for COc1ccc(-c2nnc(N)s2)cc1 ?
DRD3 antagonist: 11.9; Akt phos inh: inactive; DRD3 agonist: -0.8; PTHR1 ag: -11.6%[57.5 µM]; CCT modulator: 1.5; EPAC2 ag: 6.0%; Mm-Cpn inhibitor: -3.3%; EPAC2 antag: -1.0%

Later entries
Results for CCN1CCN(C(=S)Nc2ccc(C(C)=O)cc2)CC1 ?
DRD3 antagonist: 1.4; Akt phos inh: inactive; DRD3 agonist: -1.4; PTHR1 ag: -18.5%; CCT modulator: 0.1; EPAC2 ag: 4.4%; Mm-Cpn inhibitor: 3.9%; EPAC2 antag: -0.8%

Results for O=C(NNc1cccc(Cl)n1)Nc1ccccc1 ?
DRD3 antagonist: -8.7; Akt phos inh: inactive; DRD3 agonist: 1.0; PTHR1 ag: inactive; CCT modulator: 1.4; EPAC2 ag: 7.3%; Mm-Cpn inhibitor: 1.1%; EPAC2 antag: -0.8%

Results for CCc1ccc(N(C(=O)c2snc(C(N)=O)c2N)C(C(=O)NCC2CCCO2)c2ccco2)cc1 (stereo not given) ?
DRD3 antagonist: 7.5; Akt phos inh: inactive; DRD3 agonist: 4.0; PTHR1 ag: -10.7%; CCT modulator: -0.3; EPAC2 ag: 4.4%; Mm-Cpn inhibitor: -1.4%; EPAC2 antag: -5.6%

How did N#Cc1c(-c2ccc(Cl)cc2)c(C#N)c(=O)n(N)c1N do in these assays?
DRD3 antagonist: inconclusive; Akt phos inh: inactive; DRD3 agonist: -3.5; PTHR1 ag: inactive; CCT modulator: 1.3; EPAC2 ag: 5.5%; Mm-Cpn inhibitor: 2.9%; EPAC2 antag: 27.6%

Results for O=c1c(O)c(-c2ccc(O)cc2)oc2cc(O)cc(O)c12 ?
DRD3 antagonist: -5.4; Akt phos inh: inactive; DRD3 agonist: -14.0; PTHR1 ag: -24.4%; CCT modulator: 0.2; EPAC2 ag: 9.1%; EPAC2 antag: -11.6%

Results for O=C(CCNS(=O)(=O)c1ccccc1F)OCc1ccccc1Cl ?
DRD3 antagonist: 1.0; Akt phos inh: inactive; DRD3 agonist: -2.5; PTHR1 ag: inactive; CCT modulator: -0.7; EPAC2 ag: 7.6%; Mm-Cpn inhibitor: 0.3%; EPAC2 antag: -18.0%

How did COc1ccc(OC)c(Nc2cc(C)c3ccccc3n2)c1 do in these assays?
DRD3 antagonist: -12.5; Akt phos inh: inactive; DRD3 agonist: -4.6; PTHR1 ag: -1.5%; CCT modulator: 1.1; EPAC2 ag: 11.4%; Mm-Cpn inhibitor: -1.5%; EPAC2 antag: 0.1%

Results for NC(=O)CSc1nnc(-c2cccc(S(=O)(=O)N3CCOCC3)c2)n1C1CCCCCC1 ?
DRD3 antagonist: 7.0; Akt phos inh: inactive; DRD3 agonist: 0.1; PTHR1 ag: -13.1%; CCT modulator: 1.1; EPAC2 ag: 2.0%; Mm-Cpn inhibitor: 0.6%; EPAC2 antag: 12.6%

How did Cc1ccc2nc(/N=C(\N)NC(=O)N3c4ccccc4Sc4ccccc43)nc(C)c2c1 do in these assays?
DRD3 antagonist: -2.8; Akt phos inh: inactive; DRD3 agonist: -2.4; PTHR1 ag: inactive; CCT modulator: -0.4; EPAC2 ag: 0.4%; Mm-Cpn inhibitor: -2.8%; EPAC2 antag: 3.9%

What do the screens show for `Cc1c(NC(=S)/C=C2\N(C)c3ccccc3C2(C)C)c(=O)n(-c2ccccc2)n1C`?
DRD3 antagonist: -12.8; Akt phos inh: inactive; DRD3 agonist: -46.5; PTHR1 ag: inconclusive; CCT modulator: -1.1; EPAC2 ag: 7.9%; Mm-Cpn inhibitor: 0.2%; EPAC2 antag: -1.0%
